Runt-SMMHC FRET = inhibitors of human RUNX1 Runt domain binding to CBFb-SMMHC. inhibition, % at 20 µM. Q01196+Q13951. Cerulean-Runt/Venus-CBFb-SMMHC FRET ratio 530/480, 1 h. 0.74% of 220,000 active;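 active = mean inhibition across duplicate retests at 20 µM reaching about 50%, limit read from the data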;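 also: 0% = DMSO wells and 100% = wells with excess untagged CBFb-SMMHC; inhibitors lower the FRET ratio by blocking Runt binding to CBFb-SMMHC; some results filed as inactive read as strong as hits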
MDM2 E3 inh = Mdm2 E3 ligase (human) inhibition; signal enhancement, % at 5 µM; cell-based MDM2 ubiquitination luciferase reporter, 2 h; 0 = plate control, 100 = twice control, blank-subtracted; 0.11% of 210,000 active; Q00987;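 active = signal enhancement of 30% or more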;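 also: luminescence tracks abundance of the self-degrading MDM2-luciferase fusion protein; higher signal means inhibition of MDM2 E3 ligase activity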
Target sequence (Q00987 whole entry, looked up, the tested form may be a part): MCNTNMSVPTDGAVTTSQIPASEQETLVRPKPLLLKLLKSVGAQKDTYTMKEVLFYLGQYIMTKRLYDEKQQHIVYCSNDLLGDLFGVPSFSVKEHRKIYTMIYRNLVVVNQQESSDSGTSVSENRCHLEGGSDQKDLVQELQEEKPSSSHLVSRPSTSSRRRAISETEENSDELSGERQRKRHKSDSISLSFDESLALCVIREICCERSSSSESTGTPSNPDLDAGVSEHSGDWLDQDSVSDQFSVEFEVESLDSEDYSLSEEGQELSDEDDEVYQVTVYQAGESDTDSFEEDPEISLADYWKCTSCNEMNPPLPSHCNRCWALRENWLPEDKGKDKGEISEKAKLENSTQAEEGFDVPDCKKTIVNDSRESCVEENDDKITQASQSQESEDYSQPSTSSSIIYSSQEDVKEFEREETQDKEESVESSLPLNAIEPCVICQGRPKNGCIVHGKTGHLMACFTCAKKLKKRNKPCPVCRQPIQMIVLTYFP
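System: stable MDM2–luciferase fusion reporter cells / Input: 2000 cells seeded into each well / Schedule: 4 h settle plus 2 h compound, 37 °C / Compound: single-point 5 µM / Buffer or medium: cells held in DMEM / Benchmarks: control and blank well means / Evaluation: percent signal gain over controls, blank-subtracted / Measured by: luciferase luminescence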
Runt-CBFb FRET = Runt domain-CBFb interaction inhibition | Q01196+Q13951 | Cerulean-Runt/Venus-CBFb FRET ratio 530/480, 1 h | inhibition, % at 20 µM | 0.46% of 220,000 active | AID 1496;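 active = inhibition over about 50% at 20 µM in the single-dose screen, limit read from the data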;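 also: 0% = DMSO wells and 100% = excess unlabeled CBFb competitor control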
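test system = Cerulean-Runt domain fusion protein, energy donor | probe or stimulus = Venus-CBFb binding partner, 100 nM | incubation = two 1 h room-temperature incubations shielded from light | detection = fluorescence energy transfer, 422 nm excitation, 530/480 nm emission | measure = loss of energy transfer signal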
TbHK1 inh = blocks Trypanosoma brucei hexokinase 1 activity. recombinant TbHK1, G6PDH-coupled NADH A340. inhibition, % at 10 µM. 0.11% of 220,000 active. AID 1430;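 active = inhibition of 50% or more in the single-dose primary screen; inactive = inhibition below 50%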
EBV gp42 inh = inhibitors of Epstein-Barr virus glycoprotein 42. Q1HVG2. Fluorescence polarization binding assay, mP read-out. inhibition, % (tested at 21.74 µM). 0.42% of 220,000 active. AID 1085; in the data active = inhibition above about 50%
14-3-3 Bad PPI = disrupts binding of bovine 14-3-3 zeta to phospho-Bad peptide; P63103; TR-FRET 14-3-3zeta/Dy647-pBad peptide displacement, 1 h; inhibition, % at 21.7 µM; 0.71% of 220,000 active; AID 781;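 active = inhibition above about 70%, limit read from the data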;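 also: 0% = full 14-3-3 plus peptide FRET controls and 100% = background without 14-3-3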
Hck-Nef inh = inhibitors of human Hck kinase activated by Nef; P08631; Recombinant Hck-YEEI plus Nef, Z-Lyte FRET kinase assay; inhibition, % at 20 µM; 0.68% of 220,000 active; AID 463187;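 active = Hck-Nef kinase inhibition above about 50%, limit read from the data; inactive = inhibition below that limit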;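 also: 0% = DMSO with Hck plus Nef and 100% = Hck alone without Nef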
L929 necroptosis = blocks zVAD induced death of L929 cells; L929 zVAD necroptosis rescue, ATP luminescence, 24 h; with zVAD 60 µM; 0.38% of 220,000 active; viability rescue, % at 10 µM;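 active = activation, scaled between plate controls, above about 75%, limit read from the data; inactive = activation under that limit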;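 also: 0% = zVAD with DMSO and 100% = DMSO alone without zVAD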
p47phox inh = p47phox (human) inhibition; P14598; p47phox/p22phox peptide binding, fluorescence polarization, 2 h; inhibition, % at 24.7 µM; 0.53% of 220,000 active;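 active = inhibition above about 30%, limit read from the data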;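 also: 0% = p47phox with labelled peptide and 100% = labelled peptide alone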
Target sequence (P14598 whole entry, looked up): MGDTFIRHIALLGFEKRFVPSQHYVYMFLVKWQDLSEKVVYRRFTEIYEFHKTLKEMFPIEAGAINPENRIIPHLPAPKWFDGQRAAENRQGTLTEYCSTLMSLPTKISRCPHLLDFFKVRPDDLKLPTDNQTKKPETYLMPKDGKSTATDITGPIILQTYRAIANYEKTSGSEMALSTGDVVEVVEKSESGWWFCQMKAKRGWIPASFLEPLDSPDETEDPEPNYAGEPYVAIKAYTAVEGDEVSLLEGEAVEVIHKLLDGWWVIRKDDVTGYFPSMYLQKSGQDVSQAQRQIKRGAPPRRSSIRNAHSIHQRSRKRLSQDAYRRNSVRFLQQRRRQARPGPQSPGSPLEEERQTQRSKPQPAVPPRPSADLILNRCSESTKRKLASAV
Starred values were filed as active, the others as inactive; x = no result given; [ ] = dose if it differs, or a comment.

SMILES | Runt-SMMHC FRET | MDM2 E3 inh | Runt-CBFb FRET | TbHK1 inh | EBV gp42 inh | 14-3-3 Bad PPI | Hck-Nef inh | L929 necroptosis | p47phox inh
Cc1cnc([N+](=O)[O-])n1CCOC(=O)NC(=O)c1ccc(C(F)(F)F)cc1 | 3 | 10 | 2 | -18 | -21 | -16 | 20 | 3.1 | 1
CCn1nc(NC(=O)c2ccco2)c2cc3cc(C)ccc3nc21 | 84* | -6 | 39 | -7 | -2 | 3 | -10 | 1.1 | -16
COc1cc(OC)c(C2=NOC(C(=O)NCCc3ccccc3)C2)cc1Cl (configuration not stated) | -4 | -16 | 0 | -3 | -6 | -2 | 0 | -0.3 | -4
COc1cccc(NC(=S)N2CCCC2)c1 | -6 | -11 | -2 | 33 | -23 | -9[fluorescence artefact?] | 1 | -0.4 | -1
Cc1ccc2nc(C)c(C(=O)N/N=C/c3ccc(C(=O)O)cc3)cc2c1 | 1 | 3 | 2 | -6 | -6 | 9 | 17 | 2.2 | -7
CCC(C)NC(=O)CCc1c(C)nc2nc(-c3cc(OC)cc(OC)c3)nn2c1C (configuration not stated) | -3 | 12 | -2 | -12 | -8 | 5[fluorescence artefact?] | 7 | -0.3 | 6
O=C(NC1CCCC1)C(c1ccncc1)N(C(=O)Cc1cccs1)c1ccccc1 (configuration not stated) | 0 | -11 | 0 | 3 | -4 | -4 | 17 | -0.7 | 3
CCOc1cc(C2Nc3ccccc3C(=O)N2c2ccccc2)c(Br)cc1OCC(=O)O (configuration not stated) | 12 | 7 | 0 | 1 | 9 | 3[fluorescence artefact?] | 8 | 0.1 | -9
C=CCN(C(=O)CNC(=O)c1ccco1)C(C(=O)NC1CCCCC1)c1ccccc1F (configuration not stated) | 2 | 2 | -2 | -7 | -9 | -3[fluorescence artefact?] | 2 | -0.1 | 1
O=C(COC(=O)C1COc2ccccc2O1)NC(=O)Nc1ccc2c(c1)OCCO2 (configuration not stated) | 1 | -16 | -2 | -2 | 2 | -1 | 0 | -0.8 | 1
CCn1cc(C(=O)OCC(=O)c2cc(C)n(-c3ccc(OC(F)F)cc3)c2C)c(=O)c2ccc(C)nc21 | 2 | 3 | -4 | 5 | -24 | -6 | 2 | 0.0 | -31
O=C(Nc1ccn(Cc2c(F)c(F)cc(F)c2F)n1)c1cccc(Cn2cc([N+](=O)[O-])cn2)c1 | 0 | 2 | 3 | -3 | -7 | 3 | 4 | -0.2 | 2
CCc1ccccc1NC(=O)c1noc(C(C)C)c1[N+](=O)[O-] | 1 | x | -2 | -16 | -14 | 10 | -4 | -0.9 | x
COc1ccccc1OCCSc1nc2ccccc2c(=O)[nH]1 | 0 | -12 | 0 | -1 | 7 | -7 | 0 | 0.0 | -20
O=C(c1ccccc1)c1nn(-c2ccc(Cl)cc2)cc1C(=O)c1cc2ccccc2oc1=O | -12 | -4 | -2 | -23 | -39 | -2[fluorescence artefact?] | 4 | -0.2 | -14
O=c1[nH]c(CN2CCOCC2)nc2scc(-c3ccccc3)c12 | -1 | -9 | 1 | -10 | -7 | -5 | 17 | 1.8 | 4
Cn1c(=O)oc2cc(S(=O)(=O)NCCC(=O)NCCc3ccc(Cl)cc3)ccc21 | 1 | -13 | 1 | -3 | -7 | 11[fluorescence artefact?] | -2 | 5.6 | -14
Cc1ccc(CN(Cc2ccco2)C(=S)Nc2ccccc2C)cc1 | 3 | 0 | 0 | -3 | -7 | -4 | -4 | 1.5 | -1
CCNC(=O)NC(=O)COC(=O)c1cccc(NS(=O)(=O)/C=C/c2ccccc2)c1 | 5 | 10 | -2 | 1 | -5 | -21 | 1 | 0.8 | -9
CCOC(=O)CNc1nc(C#N)nc(N2CCOCC2)n1 | -2 | 7 | 0 | 43 | -6 | -3 | 1 | 0.7 | -11
O=C(CN1CCc2ccccc21)NC(=O)NCc1ccccc1 | 0 | 6 | 0 | 1 | -8 | -2 | 46 | 1.0 | -7
CCC(=O)c1c(NC(C)C)cc(C)oc1=O | -5 | -8 | 2 | 1 | -12 | -16 | -9 | 4.5 | -6
Cc1ccccc1Nc1cc2ccccc2c(=O)[nH]1 | -32 | -4 | -3 | 3 | 23 | -8 | 0 | -0.7 | 10
Oc1ccc(-c2cnns2)c(O)c1 | x | -15 | 73* | 2 | -33 | 14[fluorescence artefact?] | 4 | 0.0 | 10
CCN(CC)C(=O)CN(c1ccc(C)cc1)S(=O)(=O)c1ccc(SC)cc1 | 3 | -5 | x | 2 | -16 | 4 | 0 | 0.7 | -4
O=C(CC1C(=O)N(c2ccccc2)C(=S)N1c1ccccc1)c1ccccc1 (configuration not stated) | 2 | -18 | 2 | -7 | -16 | 4[fluorescence artefact?] | 3 | -0.2 | -20
O=C(O)CCC(=O)c1ccc2ccc3cccc4ccc1c2c34 | 69* | -5 | 28 | -5 | -4 | 7 | 12 | -0.2 | -7
CCC(C)NC(=S)N1CCN(C(c2ccccc2)c2ccccc2)CC1 (configuration not stated) | -1 | -2 | 0 | 17 | 7 | -13[fluorescence artefact?] | -5 | 0.1 | -3
O=C(Cn1c(C(=O)NCC2CCCO2)cc2sccc21)c1ccccc1 (configuration not stated) | 1 | -2 | 2 | -2 | -14 | -2 | 1 | -0.2 | -10
CC(C)N1CCN(Cc2ccncc2)CC1CCO (configuration not stated) | -2 | -8 | 1 | -10 | -7 | -7 | -5 | 1.9 | -7
COCCCNC(=S)NNC(=S)NCCCOC | -1 | -7 | 7 | 2 | -14 | -9 | -13 | 0.7 | 0
Cc1ccc(Nc2nnc(SCC(=O)Nc3cccnc3Cl)s2)cc1C | 6 | -33 | -3 | -8 | -7 | -8 | 2 | -0.1 | -12
O=C(COc1ccc(/C=C\[N+](=O)[O-])cc1)N1CCOCC1 | -9 | 2 | 2 | -14 | -9 | 9 | 20 | -0.7 | -3
N/C(CN1CCCC1=O)=N\O | 1 | -12 | -1 | 0 | -2 | -8 | 2 | 0.0 | 1
O=C(Nc1ccc(F)cc1)c1cn(-c2ccccc2)nc1-c1ccncc1 | 4 | -1 | -5 | 0 | -6 | -6 | 2 | 4.1 | -2
COC(=O)c1ccc(C#Cc2ccccc2)o1 | -4 | -10 | 0 | -13 | -7 | -2 | -3 | -0.8 | -3
CC(=O)OCC(=O)N1N=C(c2ccc3ccccc3c2)CC1c1ccccc1 (configuration not stated) | -1 | -2 | -2 | -14 | -5 | 8 | 1 | -0.1 | x
Cc1ccc(CNC(=O)COC(=O)Cn2nc(C)c([N+](=O)[O-])c2C)cc1 | -1 | 4 | -2 | 0 | -13 | -3 | 2 | -0.8 | -15
COc1ccc(C(=O)N2CCCC2)cc1S(=O)(=O)N1CCOCC1 | -2 | -19 | 0 | 0 | -15 | -5 | -8 | 0.3 | -5
O=C(COc1ccccc1CNCc1ccccc1)Nc1ccccc1 | -3 | -20 | 0 | -9 | -12 | 11 | 1 | -0.9 | -9
CCn1c(SCC(=O)N/N=C/c2cc(OC)c(O)c(OC)c2)nc2ccccc21 | 10 | -2 | 41 | 18 | -4 | -3 | 8 | 0.0 | 13
CCOc1ccc(-c2c(C(=O)N/N=C/c3ccc(C)cc3)nnn2-c2nonc2N)cc1 | 3 | -5 | 4 | -6 | -7 | -3 | -15 | 0.4 | -15
CCNC(=S)Nc1c(C)n(C)n(-c2ccccc2)c1=O | 2 | 0 | -2 | 0 | -2 | -1 | 34 | 9.1 | -1
C[C@@H]1CN(C2CCN(Cc3nc(C(c4ccccc4)c4ccccc4)no3)CC2)C[C@H](C)O1 | x | 10 | x | -15 | -11 | -14 | 17 | -2.0 | 0
NS(=O)(=O)c1ccc(CCn2c(=S)[nH]c3ccccc3c2=O)cc1 | -4 | -5 | 4 | -12 | -13 | -5 | 9 | 1.4 | -14
Cc1[nH]n(-c2ccccc2)c(=O)c1/C=N/NC(=O)c1cccc([N+](=O)[O-])c1 | 2 | -21 | -3 | -10 | -17 | 4 | 1 | 20 | -15
CC(C)CNC(=O)NC(=O)COC(=O)c1cc([N+](=O)[O-])ccc1NCc1ccccc1Cl | 1 | -12 | 1 | -11 | -4 | -2 | -3 | -0.3 | -10
O=C(COC(=O)CC(c1ccccc1)c1ccccc1)Nc1cccc(F)c1 | 2 | -16 | 0 | 2 | 15 | -10 | 1 | 0.8 | -12
O=C(NNC(=O)c1cccs1)c1ccc2ccccc2c1 | 2 | -1 | 2 | 3 | -9 | -12 | -3 | 1.8 | 0
O=C(Nc1ccccc1N1CCCCC1)c1cccc(F)c1 | -4 | -10 | 0 | 7 | -9 | -2 | 0 | 0.5 | -4
OCc1cn(-c2ccccc2)nc1-c1cccnc1 | 0 | -5 | 0 | -2 | -2 | 6 | 0 | 1.0 | -12
CCOC(=O)c1nnn(CC(=O)Nc2cc(F)ccc2F)c1C(=O)OCC | 0 | -15 | 0 | 9 | -12 | -2 | -9 | 1.4 | 2

Filtered by structure, the entries above containing a nitro group on carbon.
SMILES | Runt-SMMHC FRET | MDM2 E3 inh | Runt-CBFb FRET | TbHK1 inh | EBV gp42 inh | 14-3-3 Bad PPI | Hck-Nef inh | L929 necroptosis | p47phox inh
Cc1cnc([N+](=O)[O-])n1CCOC(=O)NC(=O)c1ccc(C(F)(F)F)cc1 | 3 | 10 | 2 | -18 | -21 | -16 | 20 | 3.1 | 1
O=C(Nc1ccn(Cc2c(F)c(F)cc(F)c2F)n1)c1cccc(Cn2cc([N+](=O)[O-])cn2)c1 | 0 | 2 | 3 | -3 | -7 | 3 | 4 | -0.2 | 2
CCc1ccccc1NC(=O)c1noc(C(C)C)c1[N+](=O)[O-] | 1 | x | -2 | -16 | -14 | 10 | -4 | -0.9 | x
O=C(COc1ccc(/C=C\[N+](=O)[O-])cc1)N1CCOCC1 | -9 | 2 | 2 | -14 | -9 | 9 | 20 | -0.7 | -3
Cc1ccc(CNC(=O)COC(=O)Cn2nc(C)c([N+](=O)[O-])c2C)cc1 | -1 | 4 | -2 | 0 | -13 | -3 | 2 | -0.8 | -15
Cc1[nH]n(-c2ccccc2)c(=O)c1/C=N/NC(=O)c1cccc([N+](=O)[O-])c1 | 2 | -21 | -3 | -10 | -17 | 4 | 1 | 20 | -15
CC(C)CNC(=O)NC(=O)COC(=O)c1cc([N+](=O)[O-])ccc1NCc1ccccc1Cl | 1 | -12 | 1 | -11 | -4 | -2 | -3 | -0.3 | -10

Given with two lines to a compound: part of the list above.
Results follow in this order: Runt-SMMHC FRET	MDM2 E3 inh	Runt-CBFb FRET	TbHK1 inh	EBV gp42 inh	14-3-3 Bad PPI	Hck-Nef inh	L929 necroptosis	p47phox inh
CCOC(=O)c1nnn(CC(=O)Nc2cc(F)ccc2F)c1C(=O)OCC
    0	-15	0	9	-12	-2	-9	1.4	2
O=C(Nc1ccccc1N1CCCCC1)c1cccc(F)c1
    -4	-10	0	7	-9	-2	0	0.5	-4
